Screening data deposited in PubChem BioAssay by National Center for Advancing Translational Sciences (NCATS).
p53null 39C kill: kills p53 null cells at the nonpermissive temperature; Potency, µM (highest dose often 46.1 µM), without a hit: at the highest dose activity, negative = cell killing, hits mostly cytotoxic; H1299 p53-null (neo) cells, 39C, ATPlite viability, 24 h; actives 0.97% (n = 55,000);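 further: 0% = DMSO only and -100% = full killing by 100 µM tamoxifen; nearly all actives have a fitted effect of over 50% in size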
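Following overnight plating at 37C (600 cells/well), H1299-neo or H1299-p53A138V cells are dosed up to 46 uM. Incubation lasts 24 hr at 39C before ATP detection.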
NTMT1 inhibitor: inhibitors of human N-terminal methyltransferase NTMT1 | NTMT1 MTase-Glo SAH luminescence, purified enzyme | Potency, µM (highest dose often 114 µM), for inactives: at the top dose activity change, negative = inhibition, hits mostly inhibitors | actives 2.5% (n = 59,000);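 further: plate controls were DMSO vehicle for no effect and no enzyme for full effect; nearly all actives have a fitted effect of over 65% in size; many of its hits are not listed in these tables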
Target sequence (Q9BV86 whole entry, looked up): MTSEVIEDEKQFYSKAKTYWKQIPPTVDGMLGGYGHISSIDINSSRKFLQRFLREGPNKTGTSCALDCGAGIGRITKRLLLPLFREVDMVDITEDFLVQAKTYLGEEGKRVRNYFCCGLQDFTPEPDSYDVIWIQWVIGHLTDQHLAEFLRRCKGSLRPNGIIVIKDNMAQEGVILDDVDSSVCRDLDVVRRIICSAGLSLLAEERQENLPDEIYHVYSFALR
FH mod: Identification of activators of human fumarate hydratase by quantitative high-throughput screening | AID 1347055, 2019 | Fumarate hydratase, mitochondrial (Homo sapiens), P07954 | Potency, µM (highest dose often 79.9 µM), inactives show at the highest dose activity change, negative = inhibition, actives largely listed as inhibitors | actives 0.22% (n = 54,000) | FH coupled MDH/diaphorase resazurin fluorescence, 15 min; further: the screen sought activators but most active calls are inhibition curves; nearly all actives have a fitted effect of over 45% in size
Target sequence (P07954 whole entry, looked up): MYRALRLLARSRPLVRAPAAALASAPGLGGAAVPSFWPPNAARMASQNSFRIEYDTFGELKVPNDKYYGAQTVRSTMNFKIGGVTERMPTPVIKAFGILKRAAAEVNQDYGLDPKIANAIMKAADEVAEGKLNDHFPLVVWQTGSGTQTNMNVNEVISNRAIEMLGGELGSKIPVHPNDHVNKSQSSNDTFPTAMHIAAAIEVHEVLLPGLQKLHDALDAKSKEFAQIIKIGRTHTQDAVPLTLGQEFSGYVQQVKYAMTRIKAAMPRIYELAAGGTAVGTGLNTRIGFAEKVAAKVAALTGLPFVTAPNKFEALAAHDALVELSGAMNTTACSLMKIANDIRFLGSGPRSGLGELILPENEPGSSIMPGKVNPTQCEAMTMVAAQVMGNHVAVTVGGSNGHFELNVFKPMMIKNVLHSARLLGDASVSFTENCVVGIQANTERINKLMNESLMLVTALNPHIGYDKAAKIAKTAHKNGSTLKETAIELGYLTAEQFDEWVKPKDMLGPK
p53null 32C tox: kills p53 null cells at the permissive temperature; H1299-neo p53 null cells, ATP luminescence, 24 h, 32C; Potency, µM (highest dose often 46.1 µM), inactives show at the top dose activity change, negative = cytotoxicity, hits mostly cytotoxic; actives 0.62% (n = 55,000); AID 903;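 further: 0% = DMSO only and -100% = full killing by 100 µM tamoxifen; nearly all actives have a fitted effect of over 55% in size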
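AC50 values derive from Hill modelling of qHTS concentration-response data (up to 46 uM) in H1299-neo cells. Cells were treated 24 h at 32C following overnight attachment at 37C; viability was read as cellular ATP.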
* hit, by the source's call; ? = inconclusive; / = no result given; ! = not confirmed by another sample; [ ] = dose if it differs, or a comment. The call rests on the fitted dose curve; in most records, active means well fitted curve in the direction sought with a large enough effect; inconclusive means small, poorly fitted or top-dose-only effect, or another doubt; inactive means no such curve, though single readings can be large; an effect the other way counts as inactive or inconclusive. Unless noted, on the % scale 0 is the no-effect control and ±100 the full control effect; potency means the concentration at half of the fitted maximal effect.

1. N#CCCn1cc(C(=O)Nc2ccccc2Br)c(-c2ccc3c(c2)OCCO3)n1
2. Fc1cccc(C2NCCc3[nH]cnc32)c1 (stereo not given)
3. Cc1ccc(-c2nc3ccccc3c(=O)n2-c2ccncc2)cc1
4. COc1ccc(C2C([N+](=O)[O-])=C(N)Oc3c2c(=O)oc2ccccc32)cc1 (stereo not given)
5. COc1ccc(C(C)=O)cc1CC(C(=O)c1ccc(F)cc1)N(C)C (stereo not given)
6. CN1CCC2(CC1)C(C#N)=C(N)NC(S)=C2C#N
screen / no.,1,2,3,4,5,6
p53null 39C kill,/,/,/,/,/,19%
NTMT1 inhibitor,/,/,/,/,/,/
FH mod,/,/,/,/,/,/
p53null 32C tox,3%,5%,-8%,5%,-11%,/

Compound profiles, as listed above.
`COc1ccc(C2C([N+](=O)[O-])=C(N)Oc3c2c(=O)oc2ccccc32)cc1` (stereo not given) is listed as p53null 39C kill: /; NTMT1 inhibitor: /; FH mod: /; p53null 32C tox: 5%
`CN1CCC2(CC1)C(C#N)=C(N)NC(S)=C2C#N` is listed as p53null 39C kill: 19%; NTMT1 inhibitor: /; FH mod: /; p53null 32C tox: /

Later entries
7. CCC1CCCCN1CC(=O)c1ccc(OC(F)F)cc1 (stereo not given)
8. CCOc1ccc(NC(=O)c2c(C)nn(Cc3ccccc3)c2Cl)cc1
9. Cc1nn(Cc2ccccc2Cl)c(C)c1C(=O)OCC(=O)N1CC(C)OC(C)C1 (stereo not given)
10. Cc1cccc(C(O)(C(=O)NNC(=O)CN2CCN(C)CC2)c2cccc(C)c2)c1
11. O=C(COC(=O)c1cccc(O)c1)Nc1ccc(Cl)cc1C(=O)c1ccccc1
12. CN1CCN(c2ccc([N+](=O)[O-])c(NCC3CCCO3)c2)CC1 (stereo not given)
screen / no.,7,8,9,10,11,12
p53null 39C kill,1%[1.84 µM],7%[1.84 µM],-7%[1.84 µM],26%,26%[1.84 µM],-28%[1.84 µM]
NTMT1 inhibitor,/,/,/,/,/,/
FH mod,/,/,/,/,/,/
p53null 32C tox,/,/,/,/,/,/

13. COc1ccc(NP(=O)(Nc2ccc(OC)cc2)Oc2ccccc2)cc1
14. Cn1cccc1CNCCc1ccc(F)cc1
15. CCN(CC)CCCOC(=O)C(OC(C)C)(c1ccccc1)c1ccccc1
16. CCN1CCN(C(=O)COc2ccc(S(=O)(=O)NC(C)C)cc2)CC1
17. COC(=O)COc1cc(C)cc2oc(=O)c3c(c12)CCCC3
18. O=C(Cn1ncc2c3ccccc3n(Cc3ccc(F)cc3)c2c1=O)N1CCC2(CC1)OCCO2
screen / no.,13,14,15,16,17,18
p53null 39C kill,6%,-2%,-13%,2%,10%,6%
NTMT1 inhibitor,/,/,/,/,/,/
FH mod,/,/,/,/,/,/
p53null 32C tox,/,3%,3%,3%,-3%,7%

19. O=c1[nH]c(=S)n(C2CC2)c(O)c1/C=N/Nc1ccccc1
20. N#Cc1cc2c(nc1SCC(=O)Nc1cc(Cl)ccc1Cl)C1CCN2CC1
21. O=C(CN1CCN(CCO)CC1)Nc1ccc(Cl)cc1C(=O)c1ccccc1
22. O=C(Nc1ccc(OC(=O)N2CCCC2)cc1)N1CCOCC1
23. Cn1cnc2cc(NC(=O)c3ccc(Cl)cc3)ccc21
24. COc1ccc(N2C(=O)NC(=O)C(CCc3ccncc3)(CCc3ccncc3)C2=O)cc1
screen / no.,19,20,21,22,23,24
p53null 39C kill,11%,3%,-3%,23%,-15%,-1%
NTMT1 inhibitor,/,/,/,/,/,/
FH mod,/,/,/,/,/,/
p53null 32C tox,-2%,-1%,-2%,2%,?,0%

25. Nc1cccc(N=Cc2c(O)n(Cc3ccc(F)cc3)c(=O)[nH]c2=O)c1
26. CCCN1CCC2(CC1)NC(CO)(CO)CO2
27. CCC(C)NS(=O)(=O)c1ccc(OCC(=O)N2CCN(CC)CC2)cc1 (stereo not given)
28. Cc1cc(C)c(NC2=NCCCS2)c(C)c1
29. CC(=O)c1ccc2c(c1)C1C(Cl)C(Sc3ccccc3[N+](=O)[O-])CC1C(c1ccccc1[N+](=O)[O-])N2 (stereo not given)
30. CCOC(=O)c1c(C)n(Cc2ccccc2)c2ccc(OCC(O)Cn3nc(C)cc3C)cc12 (stereo not given)
screen / no.,25,26,27,28,29,30
p53null 39C kill,-3%,-2%,0%,-10%,-14%,33%
NTMT1 inhibitor,/,/,/,/,/,/
FH mod,/,/,/,/,/,/
p53null 32C tox,-1%,-9%,6%,-1%,2%,43%[activator]

31. CN(CC(=O)Nc1ccccc1-c1ccccc1)C1CCCCC1
32. Cc1ccccc1-n1c(-c2ccc([N+](=O)[O-])cc2)nc2ccccc2c1=O
33. O=C(Cc1ccccc1)N1CCN(Cc2ccccn2)CC1
34. CCOc1ccccc1N1C(=O)NC(=O)C(CCc2ccncc2)(CCc2ccncc2)C1=O
35. Cc1ccccc1C1=NCC(=S)Nc2ccc(Cl)cc21
36. Clc1ccc2c(c1)C(c1ccccc1Cl)=NCc1nnc(Br)n1-2
screen / no.,31,32,33,34,35,36
p53null 39C kill,7%,1%,-12%,13%,-25%,6%
NTMT1 inhibitor,/,/,/,/,/,/
FH mod,/,/,/,/,/,/
p53null 32C tox,-8%,-2%,3%,16%,-7%,-3%

Random excerpt: 2 compounds from above
35. Cc1ccccc1C1=NCC(=S)Nc2ccc(Cl)cc21
36. Clc1ccc2c(c1)C(c1ccccc1Cl)=NCc1nnc(Br)n1-2
screen / no.,35,36
p53null 39C kill,-25%,6%
NTMT1 inhibitor,/,/
FH mod,/,/
p53null 32C tox,-7%,-3%

Next results:
37. CCN(N=Nc1nonc1OC)c1nonc1OC
38. CN(C)C(=O)Oc1cccc(NC(=O)N2CCOCC2)c1
39. c1ccc(CNCCc2ccc3c(c2)OCO3)nc1
40. CC(=O)NC(Cc1ccc(N(CCCl)CCCl)cc1)C(=O)O (stereo not given)
41. NC(=O)c1ccc(N=Nc2c(O)[nH]c(=O)[nH]c2=O)cc1
42. CN1CCN(c2c[nH]c(=O)[nH]c2=O)CC1
screen / no.,37,38,39,40,41,42
p53null 39C kill,1%,-6%,-12%,-5%,-15%[1.84 µM],-1%
NTMT1 inhibitor,/,/,/,/,/,/
FH mod,/,/,/,/,/,/
p53null 32C tox,1%,-3%,-4%,2%,6%,0%

43. Cc1o[nH]c(=O)c1CC(N)C(=O)O (stereo not given)
44. Oc1ccc2c3c1O[C@H]1c4oc5ccccc5c4C[C@@]4(O)C(C2)N(CC2CC2)CCC314 (stereo not given in full)
45. OCc1cnc[nH]1
46. CNc1ccc2oc(C[C@H]3O[C@@]4(CC[C@H]3C)O[C@H]([C@H](C)C(=O)c3ccc[nH]3)[C@H](C)C[C@H]4C)nc2c1C(=O)O
47. CN1C2CCC1CC(OC(=O)c1cc(Cl)cc(Cl)c1)C2 (stereo not given)
48. NC1CCc2cc(O)c(O)cc2C1 (stereo not given)
screen / no.,43,44,45,46,47,48
p53null 39C kill,/,/,/,/,/,/
NTMT1 inhibitor,/,/,/,/,/,/
FH mod,-5%[53.3 µM],?,-10%[53.3 µM],?,-9%[53.3 µM],?
p53null 32C tox,/,/,/,/,/,/

49. C[N+](C)(C)CCOC(=O)CBr
50. CCN(CC)c1ncnc2c1ncn2[C@@H]1O[C@H](COP(=O)(O)OP(=O)(O)C(Br)(Br)P(=O)(O)O)[C@@H](O)[C@H]1O
51. NC(=O)c1ccc(OCC(O)CN2CC=C(c3ccc(F)cc3)CC2)cc1 (stereo not given)
52. c1ccc2cc(CC3=NCCN3)ccc2c1
53. C#CCOC(=O)C1=CCCN(C)C1
54. CC(N)c1cccc(Cl)c1Cl (stereo not given)
screen / no.,49,50,51,52,53,54
p53null 39C kill,/,/,/,/,/,/
NTMT1 inhibitor,/,/,/,/,/,/
FH mod,-22%[53.3 µM],-11%[53.3 µM],0%[53.3 µM],-9%[53.3 µM],-6%[53.3 µM],-7%[53.3 µM]
p53null 32C tox,/,/,/,/,/,/

55. C[C@]12CCC3C(CC[C@H]4C[C@H](O)CC[C@]34C)C1CC[C@@H]2C(=O)CO (stereo not given in full)
56. O=c1ccc2[nH]cc(C3=CCNCC3)c2[nH]1
57. O=P(O)(O)C(Cl)(Cl)P(=O)(O)O
58. NNC(=O)c1ccc(O)cc1
59. NCCc1c[nH]c2ccccc12
60. c1ccc2sc(C3(N4CCCCC4)CCCCC3)cc2c1
screen / no.,55,56,57,58,59,60
p53null 39C kill,/,/,/,/,/,/
NTMT1 inhibitor,/,/,/,/,/,/
FH mod,-11%[53.3 µM],-22%[53.3 µM],-6%[53.3 µM],-25%[53.3 µM],-2%[53.3 µM],-16%[53.3 µM]
p53null 32C tox,/,/,/,/,/,/

61. CCCN(CCC)C1Cc2cc(OC)c(OC)cc2C1
62. CCCN1CCC[C@@H](c2cccc(O)c2)C1
63. CCCN(CCC)C1CCc2cccc(O)c2C1 (stereo not given)
64. Ic1ccccc1CNC1C2CCN(CC2)C1C(c1ccccc1)c1ccccc1 (stereo not given)
65. NC(=NCCC[C@H](N)C(=O)O)N[N+](=O)[O-]
66. COC(=O)c1ccc(O)c2ncc(N3CCN(C)CC3)cc12
screen / no.,61,62,63,64,65,66
p53null 39C kill,/,/,/,/,/,/
NTMT1 inhibitor,/,/,/,/,/,8%
FH mod,-13%[53.3 µM],-17%[53.3 µM],-19%[53.3 µM],-27%[53.3 µM],-5%[53.3 µM],/
p53null 32C tox,/,/,/,/,/,/

67. CCOc1ccc(CCNC(=O)c2cc3ccccc3n2Cc2ccccn2)cc1OCC
68. Cc1c(P(=S)(c2ccccc2)c2ccccc2)c2ccccc2n1C
69. COc1cc(C)[nH]c(=O)c1CNC(=O)c1c(C)n([C@H](C)C2CCN(CC(F)(F)F)CC2)c2ccccc12
70. COc1cc(C(=O)N2CC[C@@H](O)[C@@H](N)C2)cc2nc(-c3cc4ccccc4n3CC3CC3)n(C)c12
71. C=C[C@H]1CN2CCC1C[C@@H]2[C@@H](O)c1ccnc2ccccc12 (stereo not given in full)
72. CCC(=O)CCCCC[C@@H]1NC(=O)[C@H]2CCCCN2C(=O)[C@H]([C@@H](C)CC)NC(=O)[C@H](Cc2cn(OC)c3ccccc23)NC1=O
screen / no.,67,68,69,70,71,72
p53null 39C kill,/,/,/,/,/,/
NTMT1 inhibitor,19%,4%,-2%,?,10%,16%[4.22 µM]
FH mod,/,/,/,/,/,/
p53null 32C tox,/,/,/,/,/,/

73. N#Cc1c(-c2ccc([N+](=O)[O-])o2)no[n+]1[O-]
74. C[C@H]1[C@H](O)[C@@H](C)/C=C/C=C/CC/C=C/C=C/C=C/C=C/[C@H](O[C@@H]2O[C@H](C)[C@@H](O)[C@H](N)[C@@H]2O)C[C@@H]2O[C@](O)(C[C@@H](O)[C@H](O)CC[C@@H](O)C[C@@H](O)C[C@@H](O)CC(=O)O[C@H]1C)C[C@H](O)[C@H]2C(=O)O
75. Cc1cc(C)c(OP(=O)(OCc2c(-c3ccccc3)no[n+]2[O-])Oc2c(C)cc(C)cc2C)c(C)c1
76. CC(N[C@H]1C[C@@H]1c1ccccc1)c1ccc2c(c1)OCCO2 (stereo not given in full)
77. Cc1c(P(=S)(c2ccccc2)c2ccccc2)[n+]2ccccc2n1C
78. CCc1nn2c(=O)cc(N3CCN(C)CC3)nc2s1
screen / no.,73,74,75,76,77,78
p53null 39C kill,/,/,/,/,/,/
NTMT1 inhibitor,0%,-28%,-5%,-8%,16µM*!,18%
FH mod,/,/,/,/,/,/
p53null 32C tox,/,/,/,/,/,/

79. CCOc1ccc(CCNC(=O)c2cc3ccccc3n2Cc2cccc(C)n2)cc1OCC
80. C/C(=C\c1csc(C)n1)[C@@H]1C[C@@H]2O[C@]2(C)CCC[C@H](C)[C@H](O)[C@@H](C)C(=O)C(C)(C)[C@@H](O)CC(=O)O1
81. O=C(Nc1ccc(Cl)c(S(=O)(=O)N2CCOCC2)c1)c1ccccc1
82. Cc1sc2c(c1C)C(c1ccc(Cl)cc1)=NC(CC(=O)Nc1ccc(O)cc1)c1nnc(C)n1-2 (stereo not given)
screen / no.,79,80,81,82
p53null 39C kill,/,/,/,/
NTMT1 inhibitor,13%,19%,8%[57.5 µM],3%
FH mod,/,/,/,-3%
p53null 32C tox,/,/,/,/

A portion of the library (hit frequency here may not be typical).
